Mm-Cpn inhibitor = Inhibitors of TCP-1 ring complex (TRiC) of Methanococcus maripaludis (MmCpn): qHTS; purified Mm-Cpn ATPase, ADP Transcreener TR-FRET; hit rate 0.031% among 330,000; AID 504842, 2011; Potency, µM (titrated, usually from 76.9 µM), for inactives: top-dose activity, negative = inhibition, most hits filed as inhibitors; also: potency is read from the fitted curve at half-maximal effect; % is scaled to controls: 0 for no effect and ±100 for the full control effect; nearly all actives have a fitted effect of over 80% in size
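Eu-cryptate anti-ADP/ADP-d2 competition gives a ratio inversely related to ADP. Enzyme at 25 nM was pre-exposed to compound for 10 min, then given 10 uM ATP for 30 min, 37°C throughout.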
HEK293 tox = qHTS of GLP-1 Receptor Inverse Agonists: Cytotox Screen | HEK293 cAMP-luciferase reporter cells, luminescence, 24 h | Potency, µM (highest dose often 38.3 µM), inactives show at the top dose activity change, negative = inhibition, most hits filed as inhibitors | hit rate 0.13% among 410,000;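 also: loss of luciferase light is scored as toxicity; potency is read from the fitted curve at half-maximal effect; % is scaled to controls: 0 for no effect and ±100 for the full control effect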
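Cells in DMEM/10% Nu serum/1% pen-strep, 1536-well format. Pre-incubated 12 h, dosed with 23 nL compound, incubated a further 24 h. Luciferase detection, 12 min at room temp, luminescence.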
Akt phos inh = HTS Assay for Inhibitors of Akt Phophorylation: Primary Screen. Neuro2A IGF-stimulated pAkt S473 HTRF, 20 min; stronger effect = lower value. activity change, % for hits at 50 µM. hit rate 0.32% among 360,000; in the data active = activity change below about -80%; inconclusive = mostly about -51% to -80%; also: % is scaled to controls: 0 for no effect and ±100 for the full control effect
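Single-point screen (50 µM final compound) in Neuro2A cells stimulated 20 min with 6 nM IGF at 37 deg C. After lysis, Ser473-phosphorylated Akt read by HTRF (ex 330 nm, em 615/665 nm) as the 665/615 ratio.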
aSyn rescue = qHTS of alpha-syn Inhibitors; Yeast expressing alpha-synuclein, growth rescue, BacTiter-Glo, 24 h; Potency, µM (top dose mostly 46.1 µM), for the others: top-dose growth rescue (activation), actives largely listed as activators; hit rate 0.14% among 370,000; AID 652106, 2013; also: potency is read from the fitted curve at half-maximal effect; % of control where 0% means no effect; nearly all actives have a fitted effect of over 65% in size
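Galactose-induced alpha-syn yeast (OD600=0.02, raffinose-pregrown) + pinned cpd, 24 hr, 30 deg C; growth by BacTiter-Glo luminescence. Growth restoration scores as activation.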
TDP-43 yeast inh = qHTS of TDP-43 Inhibitors. TDP-43 expressing yeast growth rescue, BacTiter-Glo, 24 h. hit rate 1.8% among 410,000. Potency, µM (highest dose often 46.1 µM), inactives show top-dose growth rescue (activation), hits mostly activators; also: potency is read from the fitted curve at half-maximal effect; % of control where 0% means no effect; nearly all actives have a fitted effect of over 50% in size
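In this qHTS, compounds that restore growth of yeast expressing TDP-43 appear as activators. Cells (OD600=0.02, galactose medium, raffinose-pregrown) are incubated with compound 24 hr at 30 deg C and growth is quantified by BacTiter-Glo.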
Abeta yeast res = qHTS for compounds that reverse cellular toxicity of Amyloid beta (A-beta) peptide in yeast: Primary Screen; yeast expressing A-beta42, growth rescue, OD600, 48 h; response scale: 0% DMSO, 100% iron-clioquinol control; Potency, µM (top dose mostly 46.1 µM), for inactives: at the top dose growth rescue, most hits filed as activators; hit rate 0.063% among 410,000; AID 1347071, 2019; also: potency is read from the fitted curve at half-maximal effect; nearly all actives have a fitted effect of over 55% in size
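Yeast growth medium received pinned compounds, then yeast cells expressing toxic A-beta were added; plates incubated at 30 C for 48 hr. Growth read as absorbance at 600 nm, normalized to DMSO and equimolar FeCl3 plus clioquinol controls.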
FUS yeast rescue = qHTS for Suppressors of FUS Proteinopathy: Primary screen using FUS-linked yeast assay. S. cerevisiae FUS-expressing, growth rescue, OD600, 24 h. AID 1347120, 2019. Potency, µM (top dose mostly 76.6 µM), for the others: top-dose growth rescue (activation), usual class: activators. hit rate 0.24% among 390,000;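 also: potency is read from the fitted curve at half-maximal effect; plate controls were DMSO vehicle for no effect and reference control for full effect; nearly all actives have a fitted effect of over 55% in size; some results filed as inactive show a strong effect at the top dose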
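S. cerevisiae expressing FUS from galactose induction served as the toxicity model. Growth after 24hr at 30C, read as absorbance at 600 nm, indicates suppression of toxicity; compounds dosed at several concentrations.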
PTHR1 agonist = qHTS for PTHR1 Agonists: Primary Screen; Parathyroid hormone/parathyroid hormone-related peptide receptor (Homo sapiens), Q03431; AID 743266, 2014; hit rate 0.075% among 410,000; HEK293 GP2 PTHR1 cells, GloSensor cAMP luminescence, 1 h; Potency, µM (highest dose often 115 µM), inactives show at the highest dose activation, actives largely listed as activators; also: potency is read from the fitted curve at half-maximal effect; nearly all actives have a fitted effect of over 55% in size; some results filed as inactive show a strong effect at the top dose; inactives centre near -15; many of its hits are not listed in these tables
Target sequence (Q03431 whole entry, looked up): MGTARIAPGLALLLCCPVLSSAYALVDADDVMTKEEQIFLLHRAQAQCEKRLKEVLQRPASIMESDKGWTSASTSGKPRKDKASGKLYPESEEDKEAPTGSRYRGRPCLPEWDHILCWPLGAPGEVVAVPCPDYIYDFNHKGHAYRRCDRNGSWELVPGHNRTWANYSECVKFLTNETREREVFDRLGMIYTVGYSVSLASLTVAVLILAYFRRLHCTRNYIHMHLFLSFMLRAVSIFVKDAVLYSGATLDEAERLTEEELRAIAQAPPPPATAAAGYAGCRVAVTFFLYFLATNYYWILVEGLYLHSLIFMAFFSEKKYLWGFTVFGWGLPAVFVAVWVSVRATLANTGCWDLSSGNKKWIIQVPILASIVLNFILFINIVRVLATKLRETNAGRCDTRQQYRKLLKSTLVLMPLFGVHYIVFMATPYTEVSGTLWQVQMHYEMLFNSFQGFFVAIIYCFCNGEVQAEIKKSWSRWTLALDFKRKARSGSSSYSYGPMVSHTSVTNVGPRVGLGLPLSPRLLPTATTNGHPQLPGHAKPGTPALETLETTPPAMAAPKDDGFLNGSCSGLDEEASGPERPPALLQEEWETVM
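HEK-293-derived GP2 cells expressing PTHR1 and a GloSensor cAMP reporter, 3,000/well, plated overnight, given luciferin plus IBMX (each 0.5 mM as added) for 1 h at 37 °C, then compound for 1 h at 37 °C. Luminescence was read after 15 min at room temperature.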
GLP-1R inv ag = qHTS of GLP-1 Receptor Inverse Agonists (Inhibition Mode). Glucagon-like peptide 1 receptor (Homo sapiens), P43220. HEK293 GLP-1R CRE-luciferase, luminescence, 24 h; GLP-1R form is constitutively active. Potency, µM (doses to about 38.3 µM), without a hit: at the top dose activity change, negative = inhibition, actives largely listed as inhibitors. hit rate 1.6% among 410,000. AID 624417, 2012; also: potency is read from the fitted curve at half-maximal effect; % is scaled to controls: 0 for no effect and ±100 for the full control effect; nearly all actives have a fitted effect of over 55% in size
Target sequence (P43220 whole entry, looked up): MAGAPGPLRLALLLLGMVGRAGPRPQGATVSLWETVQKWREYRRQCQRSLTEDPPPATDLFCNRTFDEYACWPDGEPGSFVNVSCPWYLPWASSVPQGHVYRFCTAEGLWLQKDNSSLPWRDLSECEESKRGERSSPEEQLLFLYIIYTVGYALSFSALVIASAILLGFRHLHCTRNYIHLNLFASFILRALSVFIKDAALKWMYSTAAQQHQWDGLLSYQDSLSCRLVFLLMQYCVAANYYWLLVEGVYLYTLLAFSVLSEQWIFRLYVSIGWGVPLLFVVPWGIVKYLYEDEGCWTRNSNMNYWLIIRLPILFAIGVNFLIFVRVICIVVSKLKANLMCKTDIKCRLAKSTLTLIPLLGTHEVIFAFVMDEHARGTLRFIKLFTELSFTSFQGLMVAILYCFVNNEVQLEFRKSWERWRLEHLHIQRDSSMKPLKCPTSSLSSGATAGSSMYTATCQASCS
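GLP-1R inverse agonism mode: basal reporter luminescence in engineered HEK293 cells measured after one day of compound exposure at 37 deg C, with a 12 min room-temperature detection step.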
An asterisk follows results filed as active; i = inactive; ? = inconclusive; nt = no result given; & = joins results of further samples; [ ] = remark or other dose. Unless noted, calls follow the shape of the dose curve; as a rule, active = well fitted curve in the direction sought with a large enough effect; inconclusive = small, poorly fitted or top-dose-only effect, or another doubt; inactive = no such curve, though single readings can be large; an effect the other way counts as inactive or inconclusive. An excerpt, so the mix of outcomes need not match the whole.

SMILES	Mm-Cpn inhibitor	HEK293 tox	Akt phos inh	aSyn rescue	TDP-43 yeast inh	Abeta yeast res	FUS yeast rescue	PTHR1 agonist	GLP-1R inv ag
O=[N+]([O-])c1ccc(O)c(CNCc2ccccc2)c1	nt	2%	i	5%	6%	7%	nt	i	28%
COC(=O)/C=C1\OCc2ccccc21	nt	2%	i	-4%	-15%	-9%	4%	-6%	21%
COc1ccc(C2=C/C(=C\c3ccc(OC(C)=O)cc3)C(=O)O2)cc1	-2%	-5%	i	0%	-3%	-9%	-12%	-16%	-1%
COc1cc2ccccc2cc1C(=O)N/N=C/c1ccc2c(c1)OCO2	-8%	?	i	5%	17%	2%	12%	i	6.3µM*
O=C(c1cccnc1)N1CCN(c2ccc3ccccc3n2)CC1	-3%	-1%	i	12%	4%	7%	-42%	-8%	-8%
Cn1c(=O)c2c(nc(NCC3CCCC(CN)C3)n2Cc2ccc(Cl)cc2Cl)n(C)c1=O (stereo unspecified)	1%	?	i	1%	-6%	0%	9%	-16%	?
COc1ccccc1CNC(=O)CN1C(=O)CSc2ccc(S(=O)(=O)N3CCCCC3)cc21	nt	-7%	nt	-5%	-6%	-16%	27%	i	?
CS(=O)(=O)c1ccc(-c2csc(C(O)c3cccc(Cl)c3)n2)cc1 (stereo unspecified)	nt	-11%	i	10%	19%	2%	32%	-56%[inhibitor]	-9%
Fc1ccc(NC(=S)N2CCN(c3ccccn3)CC2)cc1Cl	nt	-14%	i	3%	-2%	11%	3%	-31%[inhibitor]	?
CCOc1cccc(OCCCCN2CCOCC2)c1	1%	24%	-108%*	-7%	-11%	5%	-17%	-15%[57.5 µM]	5%
Brc1ccc(-c2csc(N/N=C/c3ccc4c(c3)OCO4)n2)cc1	1%	-12%	i	-13%	5%	-10%	14%	-26%	5%
CCCc1[nH]n(-c2ccc(F)cc2)c(=O)c1C=Nc1cccc(F)c1	4%	-17%	i	-2%	15%	-3%	-2%	i	-2%
O=C(N/N=C/c1ccncc1)c1cccc(S(=O)(=O)N2CCCC2)c1	-1%	4%	i	0%	-8%	16%	-14%	i	13%
O=C(CN1CCN(c2ccc(O)cc2)CC1)Nc1ccccc1C(=O)NCCc1ccccc1	-1%	?	i	9%	21%	8%	38%	-27%	-26%
CCCN1CCC(NC(=O)Nc2ccc([N+](=O)[O-])cc2)CC1	2%	1%	i	2%	-6%	3%	1%	i	?
COC(=O)c1cn(Cc2cccnc2)c(=O)c2ccccc12	-1%	-5%	i	1%	6%	-6%	-5%	i	-23%
COc1ccc(-c2csc(NC(C)=O)n2)cc1OC	0%	-17%	i	-7%	18%	0%	11%	i	56%[activator]
COC(=O)c1oc2c(c1C)C(=O)CC(C)(C)C2	0%	21%	i	0%	22%	-6%	-12%	-10%	20%
CCNc1ccc(C(=O)OCC(=O)NCCN2C(=O)CSC2=O)cc1[N+](=O)[O-]	-2%	?	i	-4%	-9%	-6%	10%	?	11%
Cc1ccc(NC(=O)C(=O)NCCN2CCN(C(=O)C(c3ccccc3)c3ccccc3)CC2)cc1	?	0%	i	-5%	-15%	4%	-2%	-13%[57.5 µM]	1%
O=C1C=CN2CCCC2CC1 (stereo unspecified)	1%	1%	i	1%	19%	5%	-6%	i	13%
COCCn1nnnc1CN(Cc1cccnc1)Cc1cc2cc(OC)ccc2[nH]c1=O	1%	-1%	i	-2%	9%	26%	7%	i	0%
CNc1oc(/C=C/c2cccc(OC)c2)nc1C#N	-8%	139%[activator]	i	1%	16%	-18%	-14%	-6%	9%
Cc1ccc(NC(=O)C2CCCN(C(=O)c3ccc(Cl)cc3)C2)cc1C (stereo unspecified)	2%	-18%	i	8%	22%	17%	-4%	-37%[inhibitor]	?
COCCCNC(=O)c1cn(C)c(=O)c2cc(OC)c(OC)cc12	0%	2%	i	4%	4%	9%	14%	-18%[57.5 µM]	0%

The last four compounds of the part above open the next one:
SMILES	Mm-Cpn inhibitor	HEK293 tox	Akt phos inh	aSyn rescue	TDP-43 yeast inh	Abeta yeast res	FUS yeast rescue	PTHR1 agonist	GLP-1R inv ag
COCCn1nnnc1CN(Cc1cccnc1)Cc1cc2cc(OC)ccc2[nH]c1=O	1%	-1%	i	-2%	9%	26%	7%	i	0%
CNc1oc(/C=C/c2cccc(OC)c2)nc1C#N	-8%	139%[activator]	i	1%	16%	-18%	-14%	-6%	9%
Cc1ccc(NC(=O)C2CCCN(C(=O)c3ccc(Cl)cc3)C2)cc1C (stereo unspecified)	2%	-18%	i	8%	22%	17%	-4%	-37%[inhibitor]	?
COCCCNC(=O)c1cn(C)c(=O)c2cc(OC)c(OC)cc12	0%	2%	i	4%	4%	9%	14%	-18%[57.5 µM]	0%
CCc1cccc2c(C(=O)COC(=O)c3ccc(O)cc3)c[nH]c12	-2%	?	i	2%	14%	-5%	2%	-36%[inhibitor]	?
Cc1cc(C)cc(NC(=S)NC(=O)CCN2C(=O)c3ccccc3C2=O)c1	0%	-4%	i	9%	-20%	1%	23%	-4%	1%
COc1cc(C(=O)NCCCc2ccccc2)cc(OC)c1OC	0%	0%	i	-7%	-12%	4%	11%	?	-13%
CCOC(=O)c1c[nH][nH]c1=O	0%	5%	i	-3%	-13%	-4%	-37%	-7%	17%
Cc1ccc(-c2csc3ncnc(Cl)c23)cc1	-2%	-5%	i	3%	16µM*	-7%	11%	-13%	?
COc1ccccc1CC(=O)N(Cc1ccccc1)c1ccc(C)cc1	-1%	-20%	i	7%	6%	-6%	33%	i	8.9µM*
C[C@@H]1CN([C@H](C)CO)C(=O)c2cc(Br)cnc2O[C@@H]1CN(C)C(=O)c1cccc(F)c1	nt	1%	i	0%	16%	4%	-17%	-18%	-2%
CCc1cc(=O)oc2cc(OC(=O)c3ccco3)ccc12	-4%	22%	i	5%	19%	33%	17%	-20%	2%
O=C(CCCc1ccccc1)Nc1cccnc1Cl	3%	-4%	i	-4%	17%	-1%	-5%	-19%	7%
OC1CCN(Cc2cccc3ccccc23)CC1	-3%	0%	i	0%	15%	5%	-3%	i	18%
COc1ccc(OC)c(CN2CCN(C(=O)c3ccc(NS(=O)(=O)c4cccc([N+](=O)[O-])c4)cc3)CC2)c1	0%	8%	i	0%	-1%	-1%	13%	i	-12%
CCc1noc(-c2ccc(NCc3ccccc3)c([N+](=O)[O-])c2)n1	nt	-12%	nt	nt	9%	-15%	-9%	-28%	7%
OCC1(CCOc2ccccc2)CCN(C2Cc3ccccc3C2)CC1	3%	4%	i	-9%	-15%	-11%	-7%	64%	?
CCOC(=O)c1c(S(=O)(=O)NCC(=O)N2CCN(c3ccccc3OC)CC2)c(C)n(C)c1C	-3%	4%&2%	i	4%	9%&-7%	-9%	?	i	5%&1%
Cc1ccc(NC(=O)CCNC(=O)c2ccccc2Cl)cc1S(=O)(=O)N1CCOCC1	-1%	11%	i	?	-1%	-10%	16%	i	9%
CCCCCC(=O)NNC1CC(=O)N(c2cccc(OCC)c2)C1=O (stereo unspecified)	1%	-24%	i	4%	9%	-3%	-1%	0%	-11%
Cc1ccc(C)c(NC(=O)C(c2ccccc2)N2CCN(CC(=O)NC3CC3)CC2)c1 (stereo unspecified)	-1%	6%	i	1%	-12%	0%	-2%	i	12%
CCOC(=O)c1ccc(NS(C)(=O)=O)cc1	0%	1%	i	-9%	2%	18%	12%	-23%[57.5 µM]	10%
Cc1nc(C(=O)O)cc([N+](=O)[O-])c1C	nt	-13%	i	?	11%	6%	5%	-12%	0%
Cc1c(NS(=O)(=O)c2ccc(Cl)c(C(=O)OC(C)C(=O)NCc3ccco3)c2)c(=O)n(-c2ccccc2)n1C (stereo unspecified)	0%	9%	i	3%	0%	-8%	10%	-9%	4%
COc1ccc(CCc2cc(OC)c(OC)c(OC)c2)cc1	nt	7%	i	-6%	1%	-23%	nt	-24%	?
CCOC(=O)C1CCN(Cc2nc3ccc(Cl)cc3n2CCO)CC1	0%	-19%	i	-13%	5%	15%	23%	i	-1%
CCOc1ccc(OCC(=O)NCCS(=O)(=O)N2CCN(c3ccc(F)cc3)CC2)cc1	-1%	-16%&0%	i	1%	?	12%&-38%	5%&-1%	-36%&0%[inhibitor]	-3%&8%
O=C(COC(=O)/C=C/c1cccs1)NC(c1ccccc1)c1ccccc1	0%	-7%[1.53 µM]	i	-2%	-1%	8%	13%	i	10%
COc1ccc(C(=O)/C(=C/O)N=Nc2ccc(F)cc2)cc1	-1%	?	i	-51%[inhibitor]	-6%[9.22 µM]	-46%[inhibitor]	15%	-12%	10µM*
COc1ccc2c(Sc3ccccc3)c(C(=O)NCc3ccc(OC(C)C)cc3)[nH]c2c1	nt	1%	nt	nt	1%	-1%	-10%	16%	-18%
CC(C)(C)c1ccc(-c2cn(-c3ccc(Br)cc3)c3[n+]2CCCS3)cc1	1%	?	i	0%	5%[0.397 µM]	-3%	12%	-27%	?

High-throughput results from PubChem BioAssay.
